# HPDE-C7K KRASV12 = viability loss of HPDE-C7K cells – cell-based, fluorescence, HTS, primary screen (AID 431); HPDE-C7K KRASV12 cells, Alamar Blue viability, 48 h; higher % means a stronger effect; one-dose cytotoxicity, % at 10 µM; EC50 in µM for titrated hits; hit rate 1.7% among 63,000;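 active = compounds whose percent cytotoxicity in the single-dose primary screen, scaled between solvent and toxic-drug controls, exceeds 50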;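 note: 0% = DMSO solvent wells and 100% = doxorubicin-treated wells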
# PMK inhibit = S. pneumoniae PMK inhibition. AID 539. purified PMK, PK/LDH-coupled NADH absorbance 340 nm. inhibition, % at 10 µM. hit rate 0.49% among 65,000;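 active = top-ranked compounds by inhibition in the single 10 µM screen, taking a fixed number of the strongest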;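 note: 0% = full reaction with DMSO carrier and 100% = background rate without enzyme reaction; no value below 0 was filed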
# Spn DPM-DC inh = blocks S. pneumoniae diphosphomevalonate decarboxylase; AID 556; hit rate 0.49% among 65,000; purified DPM-DC, PK/LDH coupled NADH fluorescence; calls only at 10 µM;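 active = the 320 compounds with the highest percent inhibition in the single-dose primary screen, excluding strongly autofluorescent ones, cut at about 32% in these data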;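 note: kinetic rate of NADH fluorescence loss reporting ADP formed by the decarboxylase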
# LYP inhibition = inhibition of human PTPN22 tyrosine phosphatase – biochemical, DiFMUP fluorescence, recombinant catalytic domain, 10 µM, primary screen (AID 606) | 52,000 tested, under 10 active | recombinant LYP catalytic domain, DiFMUP fluorescence; higher % means a stronger effect | inhibition, % at 10 µM; hits with a dose series show IC50 in µM;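 active = IC50 under 40 µM in the dose-response test; inactive = IC50 of 40 µM or more, or never dose-tested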
# HPDE-C7 cytotoxicity = HPDE-C7 pancreatic duct cell viability loss – fluorescence, HTS (AID 430) | cytotoxicity, % at 10 µM; hits with a dose series show EC50 in µM | HPDE-C7 pancreatic duct cells viability, fluorescence; higher % means a stronger effect | hit rate 1.8% among 63,000;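 note: cells exposed to compound for 48 hours before viability readout; 0% = vehicle and 100% = reference cytotoxic drug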
# Spn MK inh = inhibitors of Streptococcus pneumoniae mevalonate kinase | hit rate 0.48% among 65,000 | purified MK, PK/LDH-coupled NADH absorbance 340 nm | inhibition, % at 10 µM;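 active = ranked among the strongest by inhibition in the single 10 µM screen, a fixed top-ranked set picked for dose follow-up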; note: no value below 0 was filed
# HT1080 viability = HT1080 cell viability loss – fluorescence readout (AID 620); HT1080 viability, fluorescence; higher % means a stronger effect; cytotoxicity, % at 10 µM, or EC50 in µM where a hit was titrated; hit rate 0.42% among 87,000;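 note: cells exposed to compound overnight then 4 h with Alamar Blue; 0% = vehicle DMSO and 100% = killing control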
# Bfl-1 inhibitors = Bfl-1 inhibitors, primary screen, biochemical, fluorescence polarization, FITC-Bid, mouse (AID 432) | FITC-Bid BH3 peptide fluorescence polarization displacement; higher % means a stronger effect | displacement, % at 20 µM, or IC50 in µM where a hit was titrated | hit rate 0.02% among 64,000; in the data active = a potency from the dose series; inactive = the rest, 99 in 100 with displacement below about 15%; note: strong numbers were not always called active
# TNAP inhibition = human TNAP enzyme inhibitors, biochemical, luminescent (AID 518); purified TNAP enzyme, luminescent substrate readout; higher % means a stronger effect; one-dose inhibition, % at 20 µM; IC50 in µM for titrated hits; hit rate 0.09% among 64,000; in the data active = a potency from the dose series; inactive = the rest, 99 in 100 with inhibition below about 22%;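 note: plate controls were vehicle for no effect and reference inhibitor for full effect; many of its hits are not listed in these tables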
# PMK inhibit pilot replicates = further read-out of PMK inhibit, marked with its call; inhibition, %; measured here: pilot screen replicates
# Spn MK inh pilot replicates = further read-out of Spn MK inh, marked with its call; inhibition, %; measured here: pilot screen replicates
# Spn DPM-DC inh pilot screen % = further read-out of Spn DPM-DC inh, marked with its call; inhibition, %; measured here: pilot screen trials
# Starred values were filed as active, the others as inactive; i = inactive; x = not tested or not shown. Cut-off read from the data, not from the text of the source, unless noted: active = cytotoxicity above about 50%; inactive = the rest. Compounds as they come; about 3.5% have a hit in one of these screens.
SMILES,HPDE-C7K KRASV12,PMK inhibit,Spn DPM-DC inh,LYP inhibition,HPDE-C7 cytotoxicity,Spn MK inh,HT1080 viability,Bfl-1 inhibitors,TNAP inhibition,others
COCCn1c(C)cc(C(=O)CN2C(=O)NC3(CCCCCCC3)C2=O)c1C,-14%,11,i,-5%,-1%,4,-5%,2%,1%,
c1ccc(SCc2nc3ccccc3[nH]2)nc1,7%,0,i,0%,2%,7,-7%,3%,23%,PMK inhibit pilot replicates=1.5;Spn MK inh pilot replicates=0.0;Spn DPM-DC inh pilot screen %=3.0
COc1cccc(CNC(=O)CCCNS(=O)(=O)c2cccs2)c1,1%,5,i,-4%,-17%,2,10%,-7%,0%,
Cc1cc(C)nc(N2CCCC(C(=O)NC3CCCC3)C2)n1 (configuration not stated),-30%,12,i,x,-33%,0,23%,-5%,7%,
CCNS(=O)(=O)c1ccc(NC(=O)Nc2cccc(OC)c2)cc1,x,3,i,-1%,x,4,6%,-3%,12%,
CN(C)C(=O)CN1C(=O)C2CC=C(Cl)CC2C1=O (configuration not stated),-28%,13,i,x,-19%,11,2%,-8%,5%,
COC(=O)CN(C#N)c1nc(SC)nc(N(C)C)n1,2%,0,i,3%,-18%,6,8%,8%,6%,
O=c1[nH]c(-c2cccnc2)nc2ccccc12,-7%,3,i,18%,-3%,0,2%,4%,3%,
CCOC(=O)N1CCN(C(=O)C2CCN(C(=O)c3cc4sccc4n3CC)CC2)CC1,-1%,0,i,10%,4%,9,-1%,5%,8%,
CC(C)(C)N=C1NC(=NC(C)(C)C)c2ccccc21,20%,19,i,7%,20%,0,19%,0%,21%,PMK inhibit pilot replicates=0.0;Spn MK inh pilot replicates=5.0;Spn DPM-DC inh pilot screen %=0.0
CN(C)CCNC(=O)c1ccc(Cl)s1,-12%,0,i,x,-7%,0,5%,0%,10%,
COc1ccc(N2Cc3cccc(C(=O)O)c3C2=O)cc1,-9%,0,i,4%,-18%,2,0%,2%,2%,
O=C(CC1(O)C(=O)Nc2ccccc21)c1ccc2c(c1)OCO2 (configuration not stated),-32%,12,i,6%,-52%,6,-36%,-7%,14%,PMK inhibit pilot replicates=1.0;Spn MK inh pilot replicates=3.5;Spn DPM-DC inh pilot screen %=0.0
CCN(C(=O)CCc1nc(-c2ccc(OC)cc2)no1)c1cc(OC)ccc1OC,3%,3,i,-8%,-4%,9,x,0%,4%,
CC(C)OC(=O)CSc1nc(N)c(C#N)c(-c2cccs2)c1C#N,5%,0,i,x,0%,0,-1%,5%,14%,
COc1ccccc1N1C(=O)CC(Sc2ncccc2C(=O)O)C1=O (configuration not stated),-13%,3,i,3%,-12%,3,-2%,-7%,12%,
O=C(CN(C1CC1)S(=O)(=O)c1ccc(S(=O)(=O)NC2CCCCC2)cc1)Nc1ccccc1,31%,8,i,-6%,14%,9,-5%,-8%,6%,
COc1ccc(NC(=O)CCN2CCCCC2)cc1,5%,15,i,17%,6%,0,9%,4%,8%,
COc1cc(NC(=O)Nc2cccc(C(C)=O)c2)cc(OC)c1OC,-11%,0,i,8%,-29%,0,3%,4%,7%,PMK inhibit pilot replicates=2.0;Spn MK inh pilot replicates=2.0;Spn DPM-DC inh pilot screen %=0.0
COc1ccc(OC)c(N(CC(=O)NCc2cccnc2)S(C)(=O)=O)c1,19%,6,i,8%,5%,7,3%,-4%,17%,
CCOC(=O)CCSCC(=O)Nc1cc(C)on1,-15%,10,i,x,-23%,3,-2%,8%,14%,
CCC(Sc1nc2ccccc2s1)C(=O)Nc1nnc(C)s1 (configuration not stated),9%,0,i,5%,2%,4,x,10%,6%,
COC(=O)/C=c1/sc2nc3ccccc3n2c1=O,0%,11,i,10%,-9%,13,-4%,-8%,-2%,
Cn1c(SCC(=O)N2CCOCC2)nnc1-c1ccc(Cl)cc1Cl,-12%,0,i,x,7%,12,-8%,0%,7%,
COc1ccc(Nc2oc(COc3ccccc3F)nc2C#N)cc1,-8%,0,i,6%,-15%,5,0%,-7%,6%,

# Already shown: 13 of the compounds above.
SMILES,HPDE-C7K KRASV12,PMK inhibit,Spn DPM-DC inh,LYP inhibition,HPDE-C7 cytotoxicity,Spn MK inh,HT1080 viability,Bfl-1 inhibitors,TNAP inhibition,others
COCCn1c(C)cc(C(=O)CN2C(=O)NC3(CCCCCCC3)C2=O)c1C,-14%,11,i,-5%,-1%,4,-5%,2%,1%,
c1ccc(SCc2nc3ccccc3[nH]2)nc1,7%,0,i,0%,2%,7,-7%,3%,23%,PMK inhibit pilot replicates=1.5;Spn MK inh pilot replicates=0.0;Spn DPM-DC inh pilot screen %=3.0
COc1cccc(CNC(=O)CCCNS(=O)(=O)c2cccs2)c1,1%,5,i,-4%,-17%,2,10%,-7%,0%,
Cc1cc(C)nc(N2CCCC(C(=O)NC3CCCC3)C2)n1 (configuration not stated),-30%,12,i,x,-33%,0,23%,-5%,7%,
CCNS(=O)(=O)c1ccc(NC(=O)Nc2cccc(OC)c2)cc1,x,3,i,-1%,x,4,6%,-3%,12%,
CN(C)C(=O)CN1C(=O)C2CC=C(Cl)CC2C1=O (configuration not stated),-28%,13,i,x,-19%,11,2%,-8%,5%,
COC(=O)CN(C#N)c1nc(SC)nc(N(C)C)n1,2%,0,i,3%,-18%,6,8%,8%,6%,
O=c1[nH]c(-c2cccnc2)nc2ccccc12,-7%,3,i,18%,-3%,0,2%,4%,3%,
CCOC(=O)N1CCN(C(=O)C2CCN(C(=O)c3cc4sccc4n3CC)CC2)CC1,-1%,0,i,10%,4%,9,-1%,5%,8%,
CC(C)(C)N=C1NC(=NC(C)(C)C)c2ccccc21,20%,19,i,7%,20%,0,19%,0%,21%,PMK inhibit pilot replicates=0.0;Spn MK inh pilot replicates=5.0;Spn DPM-DC inh pilot screen %=0.0
CN(C)CCNC(=O)c1ccc(Cl)s1,-12%,0,i,x,-7%,0,5%,0%,10%,
COc1ccc(N2Cc3cccc(C(=O)O)c3C2=O)cc1,-9%,0,i,4%,-18%,2,0%,2%,2%,
O=C(CC1(O)C(=O)Nc2ccccc21)c1ccc2c(c1)OCO2 (configuration not stated),-32%,12,i,6%,-52%,6,-36%,-7%,14%,PMK inhibit pilot replicates=1.0;Spn MK inh pilot replicates=3.5;Spn DPM-DC inh pilot screen %=0.0

# Back to the main list, starting 2 compounds before the break.
SMILES,HPDE-C7K KRASV12,PMK inhibit,Spn DPM-DC inh,LYP inhibition,HPDE-C7 cytotoxicity,Spn MK inh,HT1080 viability,Bfl-1 inhibitors,TNAP inhibition,others
Cn1c(SCC(=O)N2CCOCC2)nnc1-c1ccc(Cl)cc1Cl,-12%,0,i,x,7%,12,-8%,0%,7%,
COc1ccc(Nc2oc(COc3ccccc3F)nc2C#N)cc1,-8%,0,i,6%,-15%,5,0%,-7%,6%,
Cc1ccc(OCc2nc(-c3ccccc3)no2)c(C)c1,-4%,2,i,12%,-6%,0,17%,-7%,6%,
O=C(Cn1ncc2c(=O)oc3ccccc3c21)N1CCC(N2CCCCC2)CC1,1%,13,i,-6%,11%,7,5%,0%,8%,
CCc1ccc2nc(NC3=NCN(CCN4CCOCC4)CN3)nc(C)c2c1,7%,22,i,14%,8%,15,2%,-7%,5%,
CC(=O)N1CCc2cc(S(=O)(=O)Nc3cccc(C(F)(F)F)c3)ccc21,17%,11,i,9%,26%,0,x,-5%,10%,
COc1ccc(-c2[nH]ncc2Oc2ccccc2OC)c(O)c1,42%,5,i,6%,7%,3,-6%,0%,-21%,
CCOC(=O)c1ccc(NC(=O)Cn2nnc3ccccc32)cc1,-3%,11,i,2%,4%,7,-14%,2%,1%,
CCOC(=O)CNC(=O)CSc1ncnc2c1nnn2-c1ccc(F)cc1,-7%,0,i,-18%,-25%,7,-4%,-8%,9%,
COc1ccc(NCc2nnc(SCC(=O)N3CCCc4ccccc43)n2C)cc1,25%,18,i,20%,5%,2,-5%,-5%,7%,
O=C(CCSCCC(=O)NCCN1CCOCC1)NCCN1CCOCC1,-14%,11,i,5%,-5%,7,1%,5%,6%,
CN(C)S(=O)(=O)N1CCc2ccccc2C1,-25%,2,i,9%,-23%,0,-5%,0%,7%,
Cc1noc(C)c1S(=O)(=O)N(CC(=O)O)c1ccc2c(c1)OCO2,4%,15,i,-5%,-4%,8,2%,0%,9%,
O=C(CSCCO)Nc1cccc(C(F)(F)F)c1,5%,11,i,3%,8%,0,4%,-9%,11%,
COc1ccc(C2C(C#N)=C(N)Oc3n[nH]c(C)c32)cc1CN1CCN(c2ccc(F)cc2)CC1 (configuration not stated),-4%,0,i,-1%,1%,9,x,-5%,-1%,
COc1ccc(COCC(O)CN2CCOCC2)cc1OC (configuration not stated),7%,14,i,5%,-2%,2,1%,0%,8%,
Cc1ccc(-c2nnn(CC(=O)Nc3ccc(S(=O)(=O)N4CCC(C)CC4)cc3)n2)cc1,-2%,9,i,7%,6%,0,-1%,-5%,14%,
CCOc1ccc(NC(=O)CN2CCN(CC(=O)Nc3ccc4c(c3)OCO4)CC2)cc1,-20%,3,i,14%,-16%,0,1%,-4%,2%,
CCCOC(=O)Nc1ccc(C(N)=O)cc1,0%,0,i,8%,-3%,4,2%,2%,-1%,
CC(C)NC(=O)c1ccc2c(=O)n(C3CCCC3)c(=S)[nH]c2c1,-2%,13,i,x,-26%,0,-4%,-4%,6%,
Cc1ccc2c(c1)N(CC(=O)N1CCN(c3nc4ccccc4s3)CC1)C(=O)C(C)O2 (configuration not stated),-5%,10,i,-5%,-3%,4,4%,1%,5%,
O=C1c2[nH]nc(-c3ccccc3O)c2C(c2ccccc2)N1Cc1ccco1 (configuration not stated),32%,1,i,7%,22%,0,-10%,3%,-5%,
O=C(C1CCCN(S(=O)(=O)c2ccccc2)C1)N1CCCc2ccccc21 (configuration not stated),-2%,3,i,12%,-14%,7,-1%,-3%,4%,
COc1cccc(N2CCN(C(=O)c3cccnc3)CC2)c1,1%,0,i,-4%,0%,6,3%,3%,4%,
CCCC(c1nnnn1C1CCCCC1)N1CCN(c2ncccn2)CC1 (configuration not stated),-1%,16,i,6%,-4%,14,-13%,2%,8%,
O=C(CSc1ccc(Cl)cc1)NC1CCCC1,-18%,0,i,6%,-14%,9,x,2%,5%,
CC1CCc2cc(F)ccc2N1C(=O)CN1C(=O)c2ccccc2C1=O (configuration not stated),19%,7,i,1%,2%,6,5%,-3%,3%,
CCOc1cccc(-c2cc(=O)[nH][nH]2)c1,-11%,6,i,-3%,-11%,7,1%,6%,4%,

# Source: PubChem
